Compound activity from PubChem BioAssay.
ZTA counter: counter-screen for EBNA-1 inhibitors: inhibitors of Epstein-Barr virus ZTA; ZTA-DNA binding, fluorescence polarization; AID 2234; 320,000 tested, 0.15% active; P03206; inhibition, % at 11 µM; in the data active = inhibition above about 33%
Target sequence (P03206 whole entry, looked up): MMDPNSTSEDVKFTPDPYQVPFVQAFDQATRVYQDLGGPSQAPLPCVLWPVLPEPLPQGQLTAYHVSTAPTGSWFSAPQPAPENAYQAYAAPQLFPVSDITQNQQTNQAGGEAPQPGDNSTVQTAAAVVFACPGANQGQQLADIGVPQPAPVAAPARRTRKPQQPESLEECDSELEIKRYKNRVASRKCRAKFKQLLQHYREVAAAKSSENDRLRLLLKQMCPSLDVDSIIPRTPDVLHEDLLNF
CTSL1 counter: cathepsin L1 inhibition, PFM18AAP counter-screen. recombinant F. hepatica cathepsin L1, Z-Leu-Arg-MCA fluorescence. inhibition, % at 5.96 µM. 300,000 tested, 0.49% active;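 active = inhibition above the mean of all tested compounds plus 3 SD, set per screening campaign, cut at about 17% in these data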;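 note: 0% = plate median of test compound wells and 100% = 1 µM Z-Phe-Ala-diazomethylketone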
EBNA-1 inhibitor: blocks EBNA-1 binding to DNA; EBNA-1 DNA binding, fluorescence polarization; 300,000 tested, 0.34% active; inhibition, % at 14.8 µM; in the data active = inhibition above about 28%
JMJD2C inh: inhibitors of human GASC-1 (JMJD2C) demethylase. 330,000 tested, 0.069% active. Q9H3R0. GST-JMJD2C(1-420) H3K9me3 demethylation, DELFIA europium. inhibition, % at 2.35 µM;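 active = more than half of a compound's replicate wells show inhibition beyond 50%, single wells judged on their own value; inconclusive = some, but no more than half, of replicates pass 50% inhibition; inactive = no replicate passes 50% inhibition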;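 note: signal counts dimethyl H3K9 product captured on neutravidin plate; 0% = median of DMSO wells and 100% = 0.3 times that DMSO median; strong numbers were not always called active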
HCV core dimer: blocks dimerization of HCV core protein. 300,000 tested, 0.33% active. TR-FRET GST/Flag-core106 dimerization, 1536-well. inhibition, % at 5 µM. AID 1899;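 active = inhibition above the mean of all tested compounds plus 3 SD, set per screening campaign, cut at about 45% in these data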
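Material: GST/Flag-tagged HCV core106 proteins. Incubation: 4 h, 22.5 °C incubation. Read-out basis: inhibition (%) from 671 over 617 nm ratio. Measured by: TR-FRET, excitation 340 nm, emission 617 and 671 nm.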
Yeast superoxide: caloric restriction mimetics inhibiting age-related superoxide in yeast | S. cerevisiae aged cells, superoxide DHE fluorescence; active compounds read low | superoxide response (% of plate mean), % at 10 µM | 330,000 tested, 0.18% active;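 active = superoxide response under a set limit, about three screen SD below normal, cut at about 65% in these data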;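 note: yeast aged for seven days with compound at 30 °C before DHE staining; 100% = average MFI of all compound-treated wells on the plate with controls excluded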
TPT1 inhibitor: blocks Candida albicans tRNA 2'-phosphotransferase. recombinant caTPT1, FP RNA substrate dephosphorylation. inhibition, % at 5 µM. 300,000 tested, 0.81% active;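 active = inhibition above the mean of all tested compounds plus 3 SD, set per screening campaign, cut at about 24% in these data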;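 note: plate controls were DMSO alone for no effect and ferristatin control at 100 nM for full effect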
PP1 counter: counter-screen for PP5 inhibitors: inhibitors of human PP1-alpha. P62136. purified PP1alpha, OMFP fluorescence. AID 2235. inhibition, % at 6.7 µM. 320,000 tested, 0.9% active;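 active = inhibition above the mean inhibition of all tested compounds plus 3 SD, computed separately for each screening campaign, cut at about 15% in these data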
Target sequence (P62136 whole entry, looked up): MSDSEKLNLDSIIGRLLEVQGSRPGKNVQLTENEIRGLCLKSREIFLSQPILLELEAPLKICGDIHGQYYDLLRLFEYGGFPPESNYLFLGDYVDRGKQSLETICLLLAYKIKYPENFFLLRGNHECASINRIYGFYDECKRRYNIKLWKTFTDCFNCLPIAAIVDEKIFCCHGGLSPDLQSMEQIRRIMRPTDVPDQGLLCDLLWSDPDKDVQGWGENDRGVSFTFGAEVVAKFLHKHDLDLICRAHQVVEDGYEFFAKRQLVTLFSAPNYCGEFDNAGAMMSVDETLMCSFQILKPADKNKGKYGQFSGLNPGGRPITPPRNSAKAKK
PP5 primary: blocks human protein phosphatase 5 activity; P53041; purified PP5c, OMFP substrate fluorescence; inhibition, % at 6.7 µM; 320,000 tested, 0.18% active; AID 1987;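 active = inhibition above the campaign's mean inhibition across all tested compounds plus 3 SD, cut at about 9.5% in these data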;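 note: 0% = DMSO only and 100% = 100 µM cantharidin control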
Target sequence (P53041 whole entry, looked up): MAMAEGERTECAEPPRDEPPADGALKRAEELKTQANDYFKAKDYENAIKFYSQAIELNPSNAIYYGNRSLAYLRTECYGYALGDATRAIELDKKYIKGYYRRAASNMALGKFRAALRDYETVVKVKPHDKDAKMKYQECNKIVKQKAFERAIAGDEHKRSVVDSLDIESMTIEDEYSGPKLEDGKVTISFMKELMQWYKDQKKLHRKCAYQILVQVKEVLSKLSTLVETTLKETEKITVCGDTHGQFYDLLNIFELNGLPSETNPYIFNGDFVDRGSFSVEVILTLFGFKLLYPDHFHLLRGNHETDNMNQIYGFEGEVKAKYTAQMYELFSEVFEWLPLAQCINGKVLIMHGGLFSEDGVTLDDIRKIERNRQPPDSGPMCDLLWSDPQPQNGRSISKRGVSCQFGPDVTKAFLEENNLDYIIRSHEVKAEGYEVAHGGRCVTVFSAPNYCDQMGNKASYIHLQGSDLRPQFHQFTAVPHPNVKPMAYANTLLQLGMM
Active calls of the source: *; ? = inconclusive; . = no result given. Outcome played no part in choosing rows; any-hit rate near 3.1%.

SMILES	ZTA counter	CTSL1 counter	EBNA-1 inhibitor	JMJD2C inh	HCV core dimer	Yeast superoxide	TPT1 inhibitor	PP1 counter	PP5 primary
Cc1ccc(CN(C(=O)N2CCN(C)CC2)S(=O)(=O)c2ccc(C)cc2)cc1	-11	-1	-18	188	1	96	1	-6	-0.6
CCN(CC)S(=O)(=O)c1cccc(-c2nnc(SCC#N)n2Cc2ccccc2)c1	8	0	9	5	10	91	0	-1	-0.3
CCCCC1CCC(C(=O)N2CCOCC2)CC1 (centres undefined)	-12	-3	-5	3	-5	83	0	-5	3.0
Cc1c(OCC(=O)Nc2cccnc2)ccc2c3c(c(=O)oc12)CCC3	-3	1	-1	2	6	75	-2	-2	1.7
CC(=O)Nc1ccc(NC(=O)c2ccc(NS(=O)(=O)c3cc(C(C)(C)C)cc(C)c3C)cc2)cc1	11	0	12	2	14	104	-4	2	2.5
COc1ccc(-n2c(Cn3c(=O)sc4ccccc43)nnc2SCC(N)=O)cc1	-5	2	4	4	-3	97	1	-2	0.6
O=C(c1ccc(OC2CCN(C(=O)c3cccnc3)CC2)cc1)N1CCCCCC1	-16	0	-8	-7	0	98	-5	-2	2.0
O=C(CSc1ccccc1)Nc1ccc2c(c1)C(=O)NC2=O	4	1	0	1	-1	99	-2	0	1.3
Cc1sc2nc(CN3CCC(C)CC3)nc(Cl)c2c1C	10	-3	-4	-1	-5	106	-2	5	-0.9
CC[N+]1(CC)CC2=Cc3ccccc3CC2C1 (centres undefined)	16	0	2	-2	-3	117	-2	0	-0.3
CCOC(=O)N1CCN(C(=O)CSCc2nc(-c3ccccc3F)oc2C)CC1	-17	5	-9	6	3	106	-1	-1	4.5
O=C1NC2(CCCCCC2)C(=O)N1Cc1ccc(Br)cc1	13	0	4	1	0	102	-1	0	1.9
CCn1ccnc1CN1CCN(CC=C(C)C)C(CCO)C1 (centres undefined)	-5	2	3	1	2	97	1	2	0.6
Cc1ccccc1C(=O)NC(=S)NCCC1=CCCCC1	3	-2	-7	-14	3	85	-1	-3	1.7
O=C(Nc1ccc(Cl)cc1)C1c2cccc[n+]2CC(=O)N1Cc1ccc2c(c1)OCO2 (centres undefined)	17	2	12	14	23	106	7	2	-2.0
CCCC(=O)NC(=S)Nc1ccccc1F	-5	3	3	-10	2	101	-5	1	0.1
COc1cc(C2N3CC4(C)CN2CC(C)(C3)C4)ccc1O (centres undefined)	0	10	-6	-8	-3	104	2	-4	2.5
O=C1OCc2ccc(NC(=O)c3c(F)cccc3Cl)cc21	8	-3	-1	1	-9	91	-2	0	2.6
CN(C)CC1CCCCC1C1(O)c2ccccc2CSc2sccc21 (centres undefined)	-12	-1	-7	-11	1	111	-1	-5	1.9
CC(=O)Nc1ccc(S(=O)(=O)NCC(=O)OCC(=O)NCc2ccco2)cc1	2	-12	-8	4	-1	98	-1	-5	2.7
COC(=O)C1C(=O)OC(C)(C)C1C(C)C(=O)c1ccc(C)cc1C (centres undefined)	3	0	-6	1	2	92	-2	5	-1.7
O=C(NC1CCS(=O)(=O)C1)C1CCCCN1S(=O)(=O)c1ccc(Cl)cc1 (centres undefined)	-4	-1	1	-2	1	96	1	-1	-0.6
COc1cc(OC)cc(OCC(O)Cn2ccnc2C)c1 (centres undefined)	-8	-2	-4	25	-1	100	-4	0	0.7
Cc1cccc(C2CN(C)CCc3c2cc(O)c(O)c3Cl)c1 (centres undefined)	-1	-1	3	.	5	96	-3	-4	-1.0
COC(=O)c1c(-c2ccc(C)cc2)csc1NC(=S)NC(=O)c1cc(OC)cc(OC)c1	-2	8	4	2	11	88	-5	-1	3.0
Cc1ccc(C)c(-n2c(Cc3cc(=O)[nH]c(=O)[nH]3)nnc2SC(C)C)c1	2	-2	4	-4	1	104	-4	-1	-2.6
Cc1cc(OCC(O)CNC(C)(C)C)ccc1Cl (centres undefined)	2	0	2	-9	-2	92	-11	-1	-1.5
Cc1ccc(NC(=O)O/N=C2\CCCCC2c2ccc([N+](=O)[O-])cc2[N+](=O)[O-])cc1 (centres undefined)	-3	4	1	6	27	96	-1	6	-0.1
Cc1cc(Br)ccc1NC(=O)CN(C)C(=O)c1ccc2ccccc2n1	-14	.	.	.	.	87	.	2	1.3
Cc1ccccc1-n1cc(CNCc2c(C(=O)N(C)C)nc3ccc(Cl)cn23)cn1	8	-3	1	2	-1	128	3	-4	-2.9
O=C(c1cccc(Br)c1)N1CCN(C(=O)N2CCOCC2)CC1	13	1	11	-49	-5	95	-2	-4	-3.8
COc1cc(C2C(C#N)=C(N)Oc3n[nH]c(C)c32)ccc1OC(=O)c1ccccc1 (centres undefined)	-6	-3	6	-1	14	108	2	-6	3.6
FC(F)Oc1ccccc1NC(=S)NCc1ccco1	1	1	-4	11	1	97	-1	6	2.4
CCOc1ccc(NC(=O)CCN2CCN(S(=O)(=O)c3ccc(OC)cc3)CC2)cc1	1	3	-15	-1	0	111	4	-1	-1.4
Cn1ncc([N+](=O)[O-])c1C(=O)Nc1ccccc1	-7	6	-7	-14	-9	103	-2	0	1.6
Cc1cc(-c2nnc(CCC(=O)N3CCN(Cc4cccnc4)CC3)o2)c(C)o1	-3	-20	-2	-11	-3	91	-3	-2	-1.1

Complete entries as entered above. Order of values: ZTA counter | CTSL1 counter | EBNA-1 inhibitor | JMJD2C inh | HCV core dimer | Yeast superoxide | TPT1 inhibitor | PP1 counter | PP5 primary
O=C1OCc2ccc(NC(=O)c3c(F)cccc3Cl)cc21 across the screens: 8 | -3 | -1 | 1 | -9 | 91 | -2 | 0 | 2.6
O=C(Nc1ccc(Cl)cc1)C1c2cccc[n+]2CC(=O)N1Cc1ccc2c(c1)OCO2 (centres undefined) across the screens: 17 | 2 | 12 | 14 | 23 | 106 | 7 | 2 | -2.0

As entered above:
`Cc1cc(OCC(O)CNC(C)(C)C)ccc1Cl` (centres undefined) – EBNA-1 inhibitor: 2
`CCOc1ccc(NC(=O)CCN2CCN(S(=O)(=O)c3ccc(OC)cc3)CC2)cc1` – JMJD2C inh: -1
`Cc1cc(Br)ccc1NC(=O)CN(C)C(=O)c1ccc2ccccc2n1` – PP5 primary: 1.3
`Cn1ncc([N+](=O)[O-])c1C(=O)Nc1ccccc1` – ZTA counter: -7

Next part.
SMILES	ZTA counter	CTSL1 counter	EBNA-1 inhibitor	JMJD2C inh	HCV core dimer	Yeast superoxide	TPT1 inhibitor	PP1 counter	PP5 primary
COc1cc(CNc2ccc(N3CCN(C(C)=O)CC3)cc2)ccc1OCc1ccc(F)cc1	-2	5	10	-4	-6	101	-4	-1	2.9
O=C(Nc1ccccc1)Nc1cccc(-c2nnco2)c1	-21	4	-10	2	-12	95	-6	4	0.5
CC(C)CNS(=O)(=O)c1ccc(CCC(=O)Nc2ccc3c(c2)OCO3)cc1	8	1	-3	-22	7	118	-2	-3	-1.3
O=C(c1cc2ccccc2o1)N1CCOCC1	10	-3	2	2	1	138	2	-6	4.2
COC(=O)C1=C(C)NC(=O)/C1=C/c1ccc(CNS(=O)(=O)c2ccc(C)cc2)o1	1	8	-14	-6	1	113	-3	-2	1.7
CCCCOc1ccc(NC(=O)[C@@H]2CCCN2C(=O)C2CCN(S(=O)(=O)c3ccc(C)cc3)CC2)cc1	-6	1	-8	4	9	117	-3	7	4.8
CN(C(=O)C12CC3CC(CC(C3)C1)C2)C1(C)CCS(=O)(=O)C1 (centres undefined)	6	-5	5	-3	-4	91	1	-3	-0.3
COc1cc(/C=C2\C(=N)N3N=C(S(C)(=O)=O)SC3=NC2=O)ccc1OCCOc1ccc(C)cc1	0	9	-7	8	3	93	4	13	0.2
Cc1ccnc2nc(C(=O)NC3CCCc4ccccc43)nn12 (centres undefined)	8	3	11	1	-2	104	0	-2	3.7
Cc1ccc2c(c1)C1CN(C)CCC1N2C(=S)NC(=O)c1ccc(Cl)cc1Cl (centres undefined)	-2	1	7	9	-1	99	-2	-3	0.1
CSc1ccccc1OCc1cc(C(=O)N(C)Cc2cnccn2)no1	0	-3	-2	4	-2	109	3	4	1.4
O=C(Cn1cnc2c(nnn2Cc2ccccc2F)c1=O)NCc1ccco1	0	1	4	-6	0	82	1	-1	0.8
Fc1ccccc1NC(=S)N1CCN(Cc2ccc3c(c2)OCO3)CC1	3	0	8	0	-1	100	-2	-2	-1.3
Cc1c(Cl)cccc1NC(=S)NCCC(c1ccccc1)c1ccccc1	12	1	4	2	8	91	0	6	1.4
CC(C)=CCN1CCN(Cc2cccc3nonc23)CC1CCO (centres undefined)	-9	12	-13	19	-4	110	-2	-4	-2.9
Cc1cc(NC(=O)Cn2nnc(-c3ccccc3NC(=O)c3ccccc3F)n2)no1	-6	0	-6	7	-7	91	-3	1	-0.1
CCOC(=O)N1CCC(=NNC(=O)NC2CCCCC2)CC1	-4	-1	-14	-7	-1	91	0	-3	-1.5
CCN(CC(=O)Nc1ccc2c(c1)OCCO2)C(=O)c1ccc(C(F)(F)F)cc1	-1	4	6	3	4	107	1	-3	2.4
CN1CCN(C(=O)CCc2ccc(S(=O)(=O)NC3CCCCC3)cc2)CC1	3	3	-3	3	-7	95	-2	-6	-2.4
COc1ccc(NC(=O)C2CCCN2S(=O)(=O)c2ccc(Cl)cc2)cc1 (centres undefined)	-17	-3	-2	0	0	101	0	0	-0.9
C=CCN1C(=O)CN=C1Nc1ccc(F)cc1	0	-1	3	4	2	106	-5	-3	-0.3
CCCCNc1ncnc2c1cnn2-c1ccccc1	12	-3	1	2	2	110	-3	-4	-1.5
CCOC(=O)C(=O)Nc1nnc(CCc2ccccc2)s1	3	4	-3	-5	-9	90	-3	-4	-3.2
COC(=O)c1ccccc1-c1ccc(/C=C2\C(=O)N(c3ccccc3)N=C2c2ccccc2)o1	-5	-2	-16	41	3	102	-5	0	-2.6
CCOC(=O)C1=C(C)NC(=O)NC1c1ccoc1 (centres undefined)	-8	0	-8	-7	-6	105	0	-2	1.0
COc1ccc(Cc2nnc(NC(C)=O)s2)cc1	-15	-6	-5	1	-9	96	-3	3	3.2
COc1ccccc1N1CCN(Cc2cc(=O)c(OCC(=O)NC3CCCC3)co2)CC1	-6	4	-12	-4	-2	108	-3	-5	1.3
O=C(c1ccc(S(=O)(=O)Nc2cccc(C(F)(F)F)c2)cc1)N1CCC1	9	1	3	4	3	102	2	-4	2.5
O=C(OC1CCOC1=O)c1cccc(S(=O)(=O)Nc2ccc(F)cc2)c1 (centres undefined)	9	5	2	-3	3	97	1	-2	-0.4
O=CNc1ccc(S(=O)(=O)NCc2ccccc2)cc1	-17	-4	-4	3	-5	80	-2	-2	1.4
COc1ccc(NC(=O)C2(N(CC(C)C)C(=O)Cn3nnnc3N)CCCCC2)cc1	-1	-3	-8	-1	1	108	-2	5	2.4
CCOc1ccc(NC(=O)Cc2ccc(S(=O)(=O)N3CCOCC3)s2)cc1OCC	-8	0	-3	14	4	90	2	-2	2.9
CC1=C(C(=O)Nc2ccc(Cl)cc2C(=O)N2CCC(C(N)=O)CC2)SCCO1	1	-2	6	1	-6	99	2	-4	2.5
Cc1ccc2c(Cl)c(C(=O)NCC(c3ccco3)N3CCCC3)sc2c1 (centres undefined)	-7	-1	-12	-4	-2	104	2	1	-0.6
Cc1ccc(NC(=O)Cn2ccc([N+](=O)[O-])n2)cc1Cl	19	-4	13	15	1	98	0	-2	1.7
Cc1nsc(Nc2ccc([N+](=O)[O-])cc2)c1C#N	-7	2	-10	6	6	102	-1	-1	1.1
CCN1C(=O)CSC1=Nc1ccc(C(=O)O)cc1	-7	-5	-3	?	-13	95	-3	0	2.1
